Screens (PubChem)
Rab2A wt mod: changes GTP binding to wildtype dog Rab2A, up or down. GST-Rab2 wt beads, Bodipy-GTP binding, flow cytometry. P61105. GTP binding activity, % at 10 µM. 190,000 tested, 0.19% active;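 active = GTP binding activity at least 20 points away from 100%, either lowered or raised; inconclusive = signal likely due to the compound's own green fluorescence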;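 note: 0% = beads with excess unlabeled GTP and 100% = no-compound control corrected for plate trend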
Cdc42 wt: human Cdc42 wildtype GTP binding change, either direction; 190,000 tested, 0.2% active; GST-Cdc42 beads, Bodipy-GTP binding, flow cytometry; actives lie on both sides; percent activity (GTP binding), % at 10 µM;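 active = percent activity GTP binding at least 20 points away from the 100% baseline, either down as inhibitor or up as activator; inconclusive = compound flagged as likely green fluorescent from well-wide comparison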;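 note: median bead fluorescence of bound Bodipy-FL-GTP at 100 nM; 0% = excess unlabeled GTP control and 100% = no compound control; below 100% means less GTP binding so inhibitor and above means activator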
Target sequence (P60953 whole entry, looked up): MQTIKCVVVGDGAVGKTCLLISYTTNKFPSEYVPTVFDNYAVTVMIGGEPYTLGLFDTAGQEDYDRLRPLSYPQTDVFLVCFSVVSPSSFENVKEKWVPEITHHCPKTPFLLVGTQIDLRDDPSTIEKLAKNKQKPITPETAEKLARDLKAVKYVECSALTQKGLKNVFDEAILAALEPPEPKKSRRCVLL
Mcl1-Bid inh: disrupts binding of human Mcl-1 to Bid peptide; AID 1021; inhibition, % at 21.7 µM; TR-FRET Mcl-1/Bid-Dy647 peptide binding, 1536-well; 220,000 tested, 0.97% active;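 active = compounds that cut the binding signal by more than half at the single screening dose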;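 note: His-tagged Mcl-1 with europium anti-His antibody binding Bid BH3 peptide; 0% = Mcl-1 plus peptide wells and 100% = peptide-only wells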
Target sequence (Q07820 whole entry, looked up): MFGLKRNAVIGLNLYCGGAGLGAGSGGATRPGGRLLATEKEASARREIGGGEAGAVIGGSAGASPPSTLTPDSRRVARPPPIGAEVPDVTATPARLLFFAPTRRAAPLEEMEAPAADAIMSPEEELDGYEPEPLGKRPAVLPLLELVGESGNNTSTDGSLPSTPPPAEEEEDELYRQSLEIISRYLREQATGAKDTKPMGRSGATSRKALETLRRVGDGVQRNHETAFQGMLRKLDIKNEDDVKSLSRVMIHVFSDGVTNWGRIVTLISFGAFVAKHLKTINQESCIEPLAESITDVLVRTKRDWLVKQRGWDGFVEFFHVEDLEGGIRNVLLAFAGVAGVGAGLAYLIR
Mcl1-Noxa inh: disrupts binding of human Mcl-1 to Noxa peptide; TR-FRET Mcl-1/Noxa peptide binding, 2 h; Q07820; AID 1022; 220,000 tested, 1.5% active; inhibition, % at 21.7 µM;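 active = compounds that cut the protein-peptide binding signal by more than 50% relative to plate controls in a single-dose test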;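 note: His-tagged Mcl-1 with rhodamine Noxa BH3 peptide and terbium anti-His antibody; 0% = Mcl-1 plus Noxa peptide wells and 100% = peptide-only wells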
Bim-Mcl-1: inhibitors of Bim-Mcl-1 interaction, human; Q07820; Bead-based flow cytometry, Bim peptide-Mcl-1 binding; inhibition, % at 10 µM; 190,000 tested, 0.1% active; AID 1009; in the data active = inhibition above about 40%;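 note: 0% = no compound tracer wells and 100% = peptide blocker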
Rab7 wt GTP bind: dog Rab7 wildtype GTP binding, inhibitors and activators; GST-Rab7 beads, fluorescent GTP binding, flow cytometry; actives lie on both sides; untreated = 100%, excess cold GTP = 0%; GTP binding activity (percent of control), % at 10 µM; 190,000 tested, 0.055% active;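 active = fluorescent GTP binding to Rab7 beads changed by at least 20 points from the 100% baseline, either direction, mostly lower; inconclusive = compound itself probably fluorescent, or too few beads counted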;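 note: median green fluorescence of bound Bodipy-FL-GTP per Rab7 bead population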
Rac1 act GTP bind: alters GTP binding to activated mutant human Rac1. percent activity (GTP binding), % at 10 µM. GST-Rac1 activated beads, fluorescent GTP binding, flow cytometry; actives lie on both sides; 100% means binding = to untreated wells. P63000. 190,000 tested, 0.11% active;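 active = GTP binding at least 20 percentage points away from the 100% baseline, in either direction, so actives lie on both sides; inconclusive = Compound likely fluorescent itself, or too few beads counted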
Avidin fluor: compound fluoresces at 488/530 nm on avidin beads | compound fluorescence 488/530 nm, flow cytometry; active compounds read high | fluorescence (KMESF) at 10 µM | 220,000 tested, 0.38% active; in the data active = fluorescence above about 47; note: inactives centre near 10
HRas wt GTP: human HRas wildtype GTP binding, change in either direction; 190,000 tested, 0.14% active; GST-Ras wt beads, Bodipy-FL-GTP binding, flow cytometry; actives lie on both sides; GTP binding activity, % at 10 µM;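 active = GTP binding activity at least 20% away from the 100% baseline, either lowered as inhibitor or raised as activator; inconclusive = flagged as likely green fluorescent, judged across all proteins in the well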;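 note: 0% = unlabeled GTP competition control and 100% = no-compound control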
Target sequence (P01112 whole entry, looked up): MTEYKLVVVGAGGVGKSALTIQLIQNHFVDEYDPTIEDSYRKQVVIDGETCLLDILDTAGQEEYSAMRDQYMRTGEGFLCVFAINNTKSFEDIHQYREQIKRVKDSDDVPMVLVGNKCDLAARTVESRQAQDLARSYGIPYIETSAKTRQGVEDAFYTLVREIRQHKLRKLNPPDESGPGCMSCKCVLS
Pf gametocyte: inhibitors of late stage P. falciparum gametocyte viability; P. falciparum stage V gametocytes, ATP luminescence, 24 h; inhibition, % at 10.9 µM; 150,000 tested, 0.065% active; AID 743093;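 active = inhibition above the mean plus 3 SD of compounds within the control limits, set per campaign, cut at about 38% in these data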;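 note: 0% = DMSO wells and 100% = medium only without gametocytes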
Rac1 wt modul: alters GTP binding to wildtype human Rac1; GTP binding activity (% of control), % at 10 µM; GST-Rac1 beads, fluorescent GTP binding, flow cytometry; actives lie on both sides; 0 = cold GTP competed, 100 = untreated; 190,000 tested, 0.27% active; P63000;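 active = GTP binding activity at least 20 points away from the 100% control level, either lower or higher; inconclusive = compound flagged as likely green fluorescent, judged across all proteins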
The depositor's hits bear a star; ? = inconclusive; · = not tested or not shown; & = joins results of further samples. Rows were taken by chance. Share with any hit: about 2.7%.

nr	mol	Rab2A wt mod	Cdc42 wt	Mcl1-Bid inh	Mcl1-Noxa inh	Bim-Mcl-1	Rab7 wt GTP bind	Rac1 act GTP bind	Avidin fluor	HRas wt GTP	Pf gametocyte	Rac1 wt modul
1	COc1ccc(CN(C(=O)c2oc3ccccc3c2C)C2CCS(=O)(=O)C2)cc1 (centres undefined)	99	99	-26	13	1	102	99	11	99	·	100
2	Cc1ccc(CN2CCN(Cc3cccc4c3OCO4)CC2CCO)cc1 (centres undefined)	100	100	-26	3	-2	98	98	7	100	-22	101
3	C/C(=N\NC(=O)c1nn(C)cc1Br)c1ccncc1	99	105	-9	3	-1	100	99	13	102	-10	104
4	COc1cc(S(=O)(=O)NC2CCCC2)ccc1Cl	98	96	0	8	-5	95	96	15	98	13	101
5	CC1(C)CC(=O)C(CC(=O)N2CCC(Cc3ccccc3)CC2)C(=O)C1	91	92	-29	9	1	96	93	7	96	-1	95
6	CCOc1ccc(/C=N/Nc2ccccn2)cc1	97	98	-27	18	0	102	98	10	97	14	101
7	Cc1ccnc(NC(=O)CCc2c(C)nc3ncnn3c2C)c1	95	98	-2	8	3	96	99	9	99	4	96
8	COc1cc2c(cc1NC(=O)C(c1ccccc1)c1ccccc1)CCCC2	104	102	-1	-3	0	99	100	13	104	-9	103
9	CC(=O)Oc1ccc2occ(C(=O)c3cccs3)c2c1	101	102	-9	20	-1	102	98	7	101	-9	103
10	CC1(C)OC(=O)C(=CNn2cnc3ccccc3c2=O)C(=O)O1	97	98	-13	10	1	98	97	9	100	·	100

nr	mol	Rab2A wt mod	Cdc42 wt	Mcl1-Bid inh	Mcl1-Noxa inh	Bim-Mcl-1	Rab7 wt GTP bind	Rac1 act GTP bind	Avidin fluor	HRas wt GTP	Pf gametocyte	Rac1 wt modul
11	CC(=O)Oc1ccc(CCC(C)OC(C)=O)cc1 (centres undefined)	96	96	-2	-3	-1	97	96	14	97	·	95
12	COc1cccc(CNC(=O)C2CCN(S(=O)(=O)N3CCC4(CC3)OCCO4)CC2)c1	96	103	-2	-2	-4	96	98	15	98	-4	106
13	CC1(C)Oc2ccc3ccc(=O)oc3c2/C(=C/NC2CCCCC2)C1=O	97	96	-21	8	-4	96	96	6	98	·	103
14	O=C(NCc1ccccc1)C12CC3CC(CC(C3)C1)C2	102	104	-6	-6	-3	104	98	12	102	3	108
15	COc1ccc(Cl)cc1N(C)C(=O)CCNC(=O)Cn1cnc2ccccc2c1=O	102	103	-2	8	-2	99	101	11	103	·	104
16	COc1cc(C(=O)Nc2c(C)cc(C)cc2C)c(Br)c(OC)c1OC	96	97	-42	-6	0	95	97	8	97	2	96
17	CC(=O)N(c1ccc2oc(=O)sc2c1)S(=O)(=O)c1cccs1	95	95	-18	10	-3	95	94	14	97	3	93
18	CCOc1cc(C(=O)N/N=C/C(Br)=C/c2ccccc2)cc(OCC)c1OCC	93	98	40	-32	-6	97	94	12	98	·	101
19	CC(=O)Nc1ccc(/C=N/NC(=S)NC(C)C)cc1	99	95	6	53*	-1	106	94	20	99	-15	94
20	CCN(CC)C(=O)c1ccc(O)c(OC)c1	101	102	-13	5	-3	97	101	10	100	·	103

nr	mol	Rab2A wt mod	Cdc42 wt	Mcl1-Bid inh	Mcl1-Noxa inh	Bim-Mcl-1	Rab7 wt GTP bind	Rac1 act GTP bind	Avidin fluor	HRas wt GTP	Pf gametocyte	Rac1 wt modul
21	CCOc1ccc(CNC(=O)c2ccc(Sc3ccc(Cl)cc3)c(NC(C)=O)c2)cc1	96	97	-33	-41	-4	95	99	12	97	6	102
22	N/C(=N\c1nc2ccccc2o1)NC(=O)c1ccccc1	99	102	-9	21	-2	97	98	12	98	·	101
23	CCOC(=O)c1c(C)[nH]c(C(=O)CSc2nnc(Nc3ccccc3F)s2)c1C	100	100	41	-19	0	101	99	8	98	-6	99
24	O=C(CSc1nnc(-c2ccccc2)c(-c2ccccc2)n1)Nc1ncc(Cl)cc1Cl	?	?	-38	4	-11	?	?	7	?	0	?
25	O=C(Cn1cc(Cl)ccc1=O)c1ccc(Cl)cc1	98	101	-30	9	-4	101	99	5	100	·	102
26	O=C(N/N=C/c1ccco1)c1cccc(S(=O)(=O)Nc2ccccc2Cl)c1	88	90	-18	33	0	92	94	8	87	7	88
27	O=C(CC(=O)N/N=C\c1ccc(F)cc1)NCCc1ccccc1	98	97	-16	-12	-8	101	95	11	97	8	103
28	C=CCC1S/C(=N/N=C/c2cccs2)NC1=O (centres undefined)	95	95	-7	26	0	100	93	13	96	4	105
29	Cc1nn(S(=O)(=O)c2ccccc2)c(C)c1Sc1ccc([N+](=O)[O-])cc1	99	100	-39	2	-2	97	100	12	97	·	102
30	Cc1ccc(C(=O)Nn2c(N)c(S(=O)(=O)c3ccc(C)cc3)c3nc4ccccc4nc32)cc1	101	102	6	-3	-1	99	101	33	101	-22	103

nr	mol	Rab2A wt mod	Cdc42 wt	Mcl1-Bid inh	Mcl1-Noxa inh	Bim-Mcl-1	Rab7 wt GTP bind	Rac1 act GTP bind	Avidin fluor	HRas wt GTP	Pf gametocyte	Rac1 wt modul
31	COc1cc(C=O)ccc1OCCCOc1ccccc1[N+](=O)[O-]	98	99	-16	-21	-2	103	98	9	98	2	99
32	O=C(O)CNS(=O)(=O)c1ccc2c(c1)CCCC2	93	93	8	1	0	93	95	12	95	·	96
33	COc1ccc(C(OC(=O)c2ccco2)C(=O)NC2CCCCC2)cc1OC (centres undefined)	96	95	-37	-3	-1	98	95	15	97	-10	98
34	O=C(CCc1ccccc1)Nc1cccc([N+](=O)[O-])c1	100	98	-4	1	-1	109	96	9	99	2	102
35	COc1ccccc1NC(=S)N/N=C/c1cccc(C)c1	98	99	-36	7	-3	99	98	15	100	-2	99
36	O=C(CS(=O)(=O)Cc1ccccc1)N1CCc2ccccc21	?	?	-5	-12	0	?	?	16	?	·	?
37	CCOc1ccccc1-n1nnnc1SC(C)C(=O)OC (centres undefined)	100	100	-17	19	0	106	98	9	99	-20	99
38	COC(=O)C(C)Sc1nnc(Cc2cc(=O)[nH]c(=O)[nH]2)n1-c1ccc(OC)cc1 (centres undefined)	99	99	-6	14	0	100	102	8	99	·	105
39	O=[N+]([O-])c1nn(-c2ccc3c(c2)OCCO3)n(O)c1=NCCC1=CCCCC1	97	96	-13	15	4	98	96	11	97	6	96
40	CC(Oc1ccccc1)C(=O)Nc1ccc(C(N)=O)cc1 (centres undefined)	100	102	-40	-9	5	103	101	8	103	-36	103

nr	mol	Rab2A wt mod	Cdc42 wt	Mcl1-Bid inh	Mcl1-Noxa inh	Bim-Mcl-1	Rab7 wt GTP bind	Rac1 act GTP bind	Avidin fluor	HRas wt GTP	Pf gametocyte	Rac1 wt modul
41	CC1CC(C)CN(CCCNC(=O)CC2Oc3ccccc3NC2=O)C1 (centres undefined)	101	102	-11	-10	-1	104	99	7	101	·	104
42	CCN(c1ccccc1)S(=O)(=O)c1ccc(C(C(=O)OC)C(=O)OC)c([N+](=O)[O-])c1	96	95	17	-1	0	102	97	11	96	·	101
43	CN1CCN(CCCN2c3ccccc3Sc3ccc(Cl)cc32)CC1	99	99	45&50	77*	-1&0	97	99	9&7	100	·	101
44	CCc1nnc(NC(=O)CSc2nc3[nH]ncc3c(=O)[nH]2)s1	95	94	-2	-7	-2	97	95	6	95	·	95
45	Oc1ccccc1N=Nc1nc(-c2ccccc2)c(-c2ccccc2)[nH]1	102	101	-65	-81	-2	100	99	13	102	·	101
46	Cn1cc(Cl)c(C(=O)NC2CCCC2)n1	103	101	-9	9	0	103	99	6	103	·	104
47	CCN(CC)S(=O)(=O)c1cc(NC(=O)C(C)N2CCc3ccccc32)ccc1C (centres undefined)	92	91	-19	-2	0	89	92	11	92	-6	97
48	O=C(CCNC(=O)Cn1ccc2ccccc2c1=O)NCCN1CCc2ccccc2C1	106	105	-38	-38	-2	104	102	18	103	·	107
49	COc1cccc(C(=O)N(Cc2ccc3c(c2)OCO3)Cc2nc3ccccc3c(=O)[nH]2)c1	102	102	-16	9	-2	101	98	16	101	13	101
50	O=C(O)CNS(=O)(=O)c1ccc(-c2ccccc2)cc1	99	100	8	6	-1	98	98	7	99	·	101

nr	mol	Rab2A wt mod	Cdc42 wt	Mcl1-Bid inh	Mcl1-Noxa inh	Bim-Mcl-1	Rab7 wt GTP bind	Rac1 act GTP bind	Avidin fluor	HRas wt GTP	Pf gametocyte	Rac1 wt modul
51	Cc1nc(SCc2c(F)cccc2Cl)n[nH]1	100	101	-1	2	0	96	96	20	100	14	96
52	CCC1=Nc2cc(C(=O)NCCCOC(C)C)ccc2Sc2ccccc21	97	100	-8	6	0	99	99	13	99	-46	105
53	O=C(NCC1CCCO1)Nc1cccc(Cl)c1 (centres undefined)	97	99	22	7	-2	99	93	14	99	-8	95
54	Cc1ccc(NCCC(=O)c2ccc(Cl)cc2)cc1	101	104	-31	-17	0	99	99	13	101	-27	102
55	COC(=O)c1ccc2c(=O)n(-c3ccccc3)c(SCN3C(=O)c4ccccc4C3=O)nc2c1	100	106	1	-6	0	98	101	16	101	-2	107
56	COC(=O)Nc1sc2c(c1C(N)=O)CCC(C)C2 (centres undefined)	100	97	-17	9	-2	107	96	7	98	3	98
57	NC(=O)[C@@H]1CCCN1Cc1nc(Cc2ccccc2F)no1	96	99	-4	-2	-1	94	101	5	97	-6	102
